HT1080-NT tox: qHTS for induction of synthetic lethality in tumor cells producing 2HG: qHTS for the HT-1080-NT fibrosarcoma cell line; HT-1080-NT fibrosarcoma viability, CellTiter-Glo ATP luminescence, 48 h; Potency, µM (highest dose often 46.1 µM), for inactives: at the top dose activity, negative = less viability, usual class: cytotoxic; 360,000 compounds, 1.6% hits; AID 686970, 2013;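 note: NT is the 2HG producing partner of a matched IDH1 knockdown line; potency is the fitted concentration of half-maximal effect; 0% = DMSO-treated cells and -100% = media-only wells without cells; nearly all actives have a fitted effect of over 55% in size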
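HT-1080-NT fibrosarcoma cells (2HG-overproducing), 750 cells/well in RPMI with 5% FBS, dosed after 2 h and incubated 48 h at 37C. CellTiter-Glo luminescence normalized to DMSO and no-cell wells; concentration-response curves fitted and classed.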
KB-3-1 tox: qHTS assay for MDR1-selective chemotherapeutics: Primary screen using the parental adenocarcinoma cell KB-3-1; KB-3-1 viability, CellTiter-Glo ATP luminescence, 72 h; Potency, µM (top dose mostly 46.1 µM), for inactives: top-dose activity change, negative = cytotoxic, actives largely listed as cytotoxic; 400,000 compounds, 1.4% hits; AID 1347075, 2019; note: potency is the fitted concentration of half-maximal effect; % is set by controls: 0 for no effect and ±100 for the full control effect; nearly all actives have a fitted effect of over 60% in size
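Cytotoxicity measured as CellTiter-Glo luminescence after 72 h at 37 C. Compound titrations were pinned onto drug-naive KB-3-1 parental adenocarcinoma cells grown in DMEM with 10% FBS, and normalized data fitted to concentration-response curves.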
ATXN2 expr inh: Primary qHTS for Inhibitors of ATXN expression; HEK-293 ATXN2-luciferase reporter, luminescence, 24 h; Potency, µM (doses to about 57 µM), inactives show at the top dose activity change, negative = inhibition, usual class: inhibitors; 360,000 compounds, 0.72% hits; note: potency is the fitted concentration of half-maximal effect; % is set by controls: 0 for no effect and ±100 for the full control effect; nearly all actives have a fitted effect of over 55% in size
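ATXN2-luciferase reporter cells (luciferase flanked by upstream and downstream ATXN2 gene portions) were treated 24 h at 37 °C with compounds at up to 57 uM. SteadyGlo luminescence gave expression; GF-AFC fluorescence gave viability.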
HepG2 tox: qHTS for Inhibitors of TGF-b: Cytotox Counterscreen. Potency, µM (highest dose often 46.1 µM), for inactives: at the top dose activity change, negative = cytotoxicity, usual class: cytotoxic. HepG2 CAGA-GFP viability, ATP luminescence, 18 h. 410,000 compounds, 0.76% hits; note: potency is the fitted concentration of half-maximal effect; some results filed as inactive show a strong effect at the top dose
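HepG2 CAGA-GFP cells (1000/well, DMEM with 1% FBS) received compound, then TGF-beta at 500 pg/mL final, and were incubated 18 hours at 37 degrees C. Viability was read by CellTiter-Glo luminescence. Media-only wells were set as complete cell-killing and DMSO as no toxicity.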
SW480 rereplic: A quantitative high throughput screen for small molecules that induce DNA re-replication in SW480 colon adenocarcinoma cells; SW480 DNA re-replication, Hoechst DNA content imaging, 48 h; Potency, µM (top dose mostly 46.1 µM), inactives show at the highest dose re-replication activation, actives largely listed as activators; 340,000 compounds, 1.8% hits; note: potency is the fitted concentration of half-maximal effect; % of control where 0% means no effect; nearly all actives have a fitted effect of over 55% in size
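Readout is total intensity of Hoechst-stained nuclei, excited at 405 nm and collected at 500-530 nm. Compound treatment lasted 48 hr at 37 C in 5% CO2 before staining.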
ATXN viability: Viability Counterscreen for Primary qHTS for Inhibitors of ATXN expression; S2 cells (HEK-293 line with an ATXN2-luciferase reporter) viability, CellTiter-Fluor protease fluorescence, 24 h; Potency, µM (highest dose often 56.7 µM), actives largely listed as cytotoxic; 400,000 compounds, 0.49% hits; AID 651635, 2014; note: potency is the fitted concentration of half-maximal effect; nearly all actives have a fitted effect of over 40% in size
IL1B secr inh: qHTS for Inhibitors of Inflammasome Signaling: IL-1-beta AlphaLISA Primary Screen | activity change, % at 57.5 µM | THP-1 LPS/ATP IL-1B secretion, AlphaLISA, 16 h; active compounds read low | 360,000 compounds, 4.7% hits; in the data active = activity change below about -50%; inconclusive = mostly about -30% to -49%; note: % is set by controls: 0 for no effect and ±100 for the full control effect
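THP-1 cells pretreated 1 hr with compounds (up to 57.5 uM final), then stimulated with LPS (250 ng/mL final) plus ATP (1.25 mM final); secreted IL-1B measured by AlphaLISA after 16 hr, decreased signal indicating inhibition.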
HT1080 IDH1KD tx: qHTS for induction of synthetic lethality in tumor cells producing 2HG: qHTS for the HT-1080-IDH1KD cell line | 360,000 compounds, 2% hits | HT-1080 IDH1 knockdown viability, ATP luminescence, 48 h | Potency, µM (series often up to 46.1 µM), for inactives: at the highest dose activity, negative = toxicity, actives largely listed as cytotoxic;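 note: potency is the fitted concentration of half-maximal effect; 0% = DMSO wells and -100% = cell-free medium wells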
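Cytotoxicity counter-line: IDH1KD HT-1080, 48 h, CellTiter-Glo. Curves classed by r2, magnitude and activity.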
MCF10A rerep: A quantitative high throughput screen for small molecules that induce DNA re-replication in MCF 10a normal breast cells | MCF 10A DNA re-replication, Hoechst nuclear intensity, 48 h | Potency, µM (doses to about 46.1 µM), inactives show at the top dose activity, positive = re-replication, hits mostly activators | AID 624296, 2012 | 350,000 compounds, 2.9% hits; note: potency is the fitted concentration of half-maximal effect; % of control where 0% means no effect; nearly all actives have a fitted effect of over 50% in size
Active calls of the source: *; [ ] = dose if it differs, or a comment. Unless noted, calls come from the whole dose curve; as a rule, active = well fitted curve in the direction sought with a large enough effect; inconclusive = small, poorly fitted or top-dose-only effect, or another doubt; inactive = no such curve, though single readings can be large; an effect the other way counts as inactive or inconclusive.

The opening 3 entries, ahead of the listing:
CCN(Cc1ccncc1)C(=O)c1cccc(S(=O)(=O)N2CCOCC2)c1 was read as HT1080-NT tox 7%, KB-3-1 tox 11%, ATXN2 expr inh 5%, HepG2 tox 14%, SW480 rereplic -6%, ATXN viability inactive, IL1B secr inh 17, HT1080 IDH1KD tx 7% and MCF10A rerep -4%.
Screening CN(C)C1=NC[C@H](Cc2ccccc2)N1CC1CCCCCC1 returned HT1080-NT tox -11%, KB-3-1 tox -19%, ATXN2 expr inh -12%, HepG2 tox -4%, SW480 rereplic -5%, ATXN viability inconclusive, IL1B secr inh -12, HT1080 IDH1KD tx -26% and MCF10A rerep 6%.
For CCOc1ccc(C(=O)NCC(=O)OCc2cc(C(C)=O)ccc2OC)cc1 the results were HT1080-NT tox 15%, KB-3-1 tox 13%, ATXN2 expr inh -17%[11.3 µM], HepG2 tox -5%, SW480 rereplic 4%, ATXN viability inactive, IL1B secr inh 22, HT1080 IDH1KD tx 8% and MCF10A rerep 6%.

This part in full, repeating the preview:
CCN(Cc1ccncc1)C(=O)c1cccc(S(=O)(=O)N2CCOCC2)c1 was read as HT1080-NT tox 7%, KB-3-1 tox 11%, ATXN2 expr inh 5%, HepG2 tox 14%, SW480 rereplic -6%, ATXN viability inactive, IL1B secr inh 17, HT1080 IDH1KD tx 7% and MCF10A rerep -4%.
Screening CN(C)C1=NC[C@H](Cc2ccccc2)N1CC1CCCCCC1 returned HT1080-NT tox -11%, KB-3-1 tox -19%, ATXN2 expr inh -12%, HepG2 tox -4%, SW480 rereplic -5%, ATXN viability inconclusive, IL1B secr inh -12, HT1080 IDH1KD tx -26% and MCF10A rerep 6%.
For CCOc1ccc(C(=O)NCC(=O)OCc2cc(C(C)=O)ccc2OC)cc1 the results were HT1080-NT tox 15%, KB-3-1 tox 13%, ATXN2 expr inh -17%[11.3 µM], HepG2 tox -5%, SW480 rereplic 4%, ATXN viability inactive, IL1B secr inh 22, HT1080 IDH1KD tx 8% and MCF10A rerep 6%.
`CC(CCc1ccccc1)NC(=O)c1ccc(C(=O)NC(C)CCc2ccccc2)cc1` (stereo not given) gave HT1080-NT tox inconclusive, KB-3-1 tox -9%, ATXN2 expr inh 6.3µM*, HepG2 tox -20%, SW480 rereplic 9%, ATXN viability inconclusive, IL1B secr inh -5, HT1080 IDH1KD tx inconclusive and MCF10A rerep 29%.
`CC1CC(c2ccccc2)n2nc(NC(=O)c3ccco3)nc2N1` (stereo not given) gave HT1080-NT tox 8%, KB-3-1 tox 10%, ATXN2 expr inh -1%, HepG2 tox -4%, SW480 rereplic 1%, ATXN viability inactive, IL1B secr inh -11, HT1080 IDH1KD tx 7% and MCF10A rerep 1%.
O=C(c1cc(-c2ccccc2)nc2ccccc12)N1CCN(C2CCS(=O)(=O)C2)CC1 (stereo not given) was read as HT1080-NT tox -3%, KB-3-1 tox -7%, HepG2 tox -11%, SW480 rereplic -25%, ATXN viability inactive, IL1B secr inh -11, HT1080 IDH1KD tx -2% and MCF10A rerep 7%.
For CN(CCCNC(=O)C1CCC(CNS(=O)(=O)c2ccccc2)CC1)Cc1ccccc1 (stereo not given) the results were HT1080-NT tox -1%, KB-3-1 tox -24%, HepG2 tox -22%, SW480 rereplic -2%, ATXN viability inactive, IL1B secr inh 4, HT1080 IDH1KD tx 2% and MCF10A rerep 5%.
`COc1ccc(S(=O)(=O)Nc2cccc3c2O[C@H](CN(C)S(=O)(=O)c2ccc(Cl)cc2)[C@H](C)CN([C@H](C)CO)C3=O)cc1` gave HT1080-NT tox -8%, KB-3-1 tox 0%, ATXN2 expr inh 10%, HepG2 tox 0%, SW480 rereplic -20%, ATXN viability inactive, IL1B secr inh -18, HT1080 IDH1KD tx -9% and MCF10A rerep 4%.
CCc1ccc(S(=O)(=O)N2CC(=O)Nc3ccccc32)cc1 was read as HT1080-NT tox -2%, KB-3-1 tox -1%, ATXN2 expr inh 0%, HepG2 tox -4%, SW480 rereplic inconclusive, ATXN viability inactive, IL1B secr inh 0, HT1080 IDH1KD tx -4% and MCF10A rerep -6%.
O=C(c1ccncc1)c1ccc(N2CCN(C3CC(=O)N(Cc4cccs4)C3=O)CC2)cc1 (stereo not given) was read as HT1080-NT tox 12µM*, KB-3-1 tox inconclusive, HepG2 tox -47%, SW480 rereplic -6%, ATXN viability inactive, IL1B secr inh -3, HT1080 IDH1KD tx -28% and MCF10A rerep -2%.
For CCc1nn(CC(=O)N2CCC(C(N)=O)CC2)c(=O)c2cc3occc3n12 the results were HT1080-NT tox -1%, KB-3-1 tox 4%, HepG2 tox -9%, SW480 rereplic 0%, ATXN viability inactive, IL1B secr inh 22, HT1080 IDH1KD tx 7% and MCF10A rerep 0%.
For CC1=C(C(=O)OCC2CCCCC2)C(c2cccc(F)c2F)CC(=O)N1 (stereo not given) the results were KB-3-1 tox -2%, ATXN2 expr inh 12%, HepG2 tox 1% and ATXN viability inactive.
`COc1ccc(N2C(=O)CC(SCCc3nc4ccccc4[nH]3)C2=O)cc1` (stereo not given) gave HT1080-NT tox 10%, KB-3-1 tox 2%, ATXN2 expr inh -8%, HepG2 tox -6%, SW480 rereplic -5%, ATXN viability inactive, IL1B secr inh 2, HT1080 IDH1KD tx 2% and MCF10A rerep 5%.
CCOc1ccc(S(=O)(=O)Nc2cccc(C(=O)NCC3(N4CCCCC4)CCCCC3)c2)cc1 was read as HT1080-NT tox -4%, KB-3-1 tox 16%, ATXN2 expr inh -4%, HepG2 tox -36%, SW480 rereplic 18%, ATXN viability inactive, IL1B secr inh inconclusive, HT1080 IDH1KD tx -7% and MCF10A rerep inconclusive.
Screening O=C(Cc1ccccc1)NN1C(=O)/C(=C/c2ccc(C(=O)O)cc2)SC1=S returned HT1080-NT tox -4%, KB-3-1 tox 7%, ATXN2 expr inh -4%, HepG2 tox -8%, SW480 rereplic -16%, ATXN viability inactive, IL1B secr inh -1, HT1080 IDH1KD tx 0% and MCF10A rerep 2%.
For CC(C)(C)NC(=O)C(c1ccc(F)cc1)N(CCc1ccccc1)C(=O)c1ccn[nH]1 (stereo not given) the results were HT1080-NT tox -14%, KB-3-1 tox 2%, ATXN2 expr inh -18%[11.3 µM], HepG2 tox -3%, SW480 rereplic 2%, ATXN viability inactive, IL1B secr inh -22, HT1080 IDH1KD tx -17% and MCF10A rerep -10%.
Screening O=S(=O)(NC1CC2CCC1C2)c1ccc(Br)s1 (stereo not given) returned HT1080-NT tox 10%, KB-3-1 tox -4%, ATXN2 expr inh -2%, HepG2 tox 2%, SW480 rereplic inconclusive, ATXN viability inactive, IL1B secr inh 10, HT1080 IDH1KD tx 1% and MCF10A rerep inconclusive.
For O=C(CSc1nnc(CNC(=O)c2c(F)cccc2F)o1)NCc1ccccc1Cl the results were HT1080-NT tox -5%, ATXN2 expr inh -2%, HepG2 tox -23%, SW480 rereplic 2%, ATXN viability inactive, IL1B secr inh -5, HT1080 IDH1KD tx -4% and MCF10A rerep 1%.
For CCN(Cc1ccncc1)C(=O)c1ccc(C)c(S(=O)(=O)N2CCCCC2)c1 the results were HT1080-NT tox 0%, ATXN2 expr inh 4%, HepG2 tox 4%, SW480 rereplic 20%, ATXN viability inactive, IL1B secr inh 8, HT1080 IDH1KD tx -1% and MCF10A rerep inconclusive.
For Cc1ccc(Nc2nc3nonc3[nH]c2=O)cc1 the results were HT1080-NT tox -2%, KB-3-1 tox -25%, ATXN2 expr inh 26%, HepG2 tox -8%, SW480 rereplic -1%, ATXN viability inactive, IL1B secr inh 19, HT1080 IDH1KD tx -18% and MCF10A rerep 1%.
Cc1ccc(N2C(=O)N3[C@H](c4ccc(Cl)cc4)[C@@H]4C(=O)N(C5CCCCC5)C(=O)[C@@H]4[C@]3(Cc3ccccc3)C2=O)cc1 was read as HT1080-NT tox 22%, KB-3-1 tox 0%, ATXN2 expr inh 6%, HepG2 tox 3%, SW480 rereplic 14%, ATXN viability inactive, IL1B secr inh -4, HT1080 IDH1KD tx 10% and MCF10A rerep -23%.
Screening Cc1ccc(-c2onc3ccc(C(=O)O)cc23)cc1 returned HT1080-NT tox 23%, KB-3-1 tox 13%, ATXN2 expr inh 31%[activator], HepG2 tox -8%, SW480 rereplic -4%, ATXN viability inactive, IL1B secr inh 39, HT1080 IDH1KD tx 11% and MCF10A rerep 9%.
CSc1ncc(C(=O)Nc2ccc(C)c(Cl)c2)c(-c2ccccc2)n1 was read as KB-3-1 tox -14%, ATXN2 expr inh 13%, HepG2 tox -25% and ATXN viability inactive.
`COc1ccccc1N1CC(C(=O)Nc2nnc(SCC(=O)N3CCCC3)s2)CC1=O` (stereo not given) gave HT1080-NT tox -7%, KB-3-1 tox -7%, ATXN2 expr inh -11%, HepG2 tox 52%, SW480 rereplic inconclusive, ATXN viability inactive, IL1B secr inh inactive, HT1080 IDH1KD tx 15% and MCF10A rerep 4%.

Screening results from PubChem.
